MLL CXXC-DNA inh = inhibitors of human MLL CXXC domain-DNA interaction; Q03164; MLL-CXXC / FITC-HOXA9 DNA fluorescence polarization; Potency, µM (top dose mostly 115 µM), for the others: top-dose activity change, negative = inhibition, actives largely listed as inhibitors; 290,000 tested, 0.037% active; AID 2662; active means well fitted inhibition curve with a large enough effect in the polarisation, with a control signal flat, not every such curve was filed as active; inconclusive means small, poorly fitted or top-dose-only effect, or effect the other way, or a change in a side signal; inactive means no such curve, though single readings can be large or run the other way; the % refers to the polarisation
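Steps: dispense CXXC domain solution (7 uM) → pin compounds or unlabeled HOX-A9 DNA control → 5 min ambient → add FLSN-HOX-A9 solution (50 nM) → spin → 30 min ambient → fluorescence polarization. Tris pH 7.5/NaCl/DTT/BSA buffer.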
BRCA1 expr up = activators of BRCA1 expression; Potency, µM (titrated, usually from 46.1 µM), inactives show at the top dose activation, most hits filed as activators; MCF7-BRCA1-FFLuc reporter, luminescence, 48 h; response scale: scaled: vehicle 0%, 10 µM genistein 100%; 380,000 tested, 1.1% active; active means well fitted activation curve with a large enough effect; inconclusive means small, poorly fitted or top-dose-only effect; inactive means no such curve, though single readings can be large or run the other way; further: nearly all actives have a fitted effect of over 80% in size; some results filed as inactive show a strong effect at the top dose
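Cells: MCF7-BRCA1-FFLuc, 2000/well. Exposure: 48 h, 37 °C, 5% CO2. Read: luminescence, 15 min post-substrate. Controls: genistein 10 microM (maximal activation), DMSO (neutral).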
The depositor's hits bear a star; ? = inconclusive; . = not tested or not shown; [ ] = dose if it differs, or a comment. Potency means the concentration at half of the fitted maximal effect. The list is partial (hit frequency here may not be typical).

1	C[C@]12CC[C@H]3[C@@H](CCC4C[C@H](O)CC[C@@]43C)[C@@H]1CC[C@@H]2O (stereo partly drawn)
2	CN1C(=S)CN=C(c2ccccc2)c2cc(Cl)ccc21
3	C=CC[N+]1(C)CCC23c4c5ccc(O)c4O[C@H]2C(=O)CC[C@@]3(O)C1C5 (stereo partly drawn)
4	COc1cc(O)c(C(=O)c2ccccc2)cc1S(=O)(=O)O
5	CCC(CO)NC(=O)[C@@H]1C=C2c3cccc4[nH]cc(c34)C[C@H]2N(C)C1 (stereo partly drawn)
6	c1ccc2sc(SNC3CCCCC3)nc2c1
7	O=C(NC(=O)c1c(F)cccc1F)Nc1cc(Cl)c(OC(F)(F)C(F)C(F)(F)F)cc1Cl (stereo not drawn)
8	C=C[C@@H]1CN2CC[C@H]1C[C@H]2[C@H](O)c1ccnc2ccccc12
Assay by compound | 1 | 2 | 3 | 4 | 5 | 6 | 7 | 8
MLL CXXC-DNA inh | -7.0% | -2.3% | 12.9% | 42.2%[activator] | 35.5µM* | -14.4% | -0.8% | -3.0%
BRCA1 expr up | . | . | . | . | . | . | . | .

9	NC(N)=NOCCC(N)C(=O)O (stereo not drawn)
10	C[C@]12CCC3C(CCC4=C(Cl)C(=O)CC[C@@]43C)C1CCC2O (stereo partly drawn)
11	O=c1n(Cl)c(=O)n(Cl)c(=O)n1Cl
12	CC(=O)[C@H]1CC[C@H]2C3CC[C@H]4C[C@H](O)CC[C@]4(C)C3CC[C@]12C (stereo partly drawn)
13	CCCN1CCC[C@@H]2Cc3n[nH]cc3C[C@H]21
14	COc1cc(N)c(Cl)cc1C(=O)N[C@@H]1CN2CCC1CC2
15	CP(=O)(O)C1=CCNCC1
16	CCC1(CC)C(=O)NC(=O)N(C)C1=O
Assay by compound | 9 | 10 | 11 | 12 | 13 | 14 | 15 | 16
MLL CXXC-DNA inh | -5.5% | 25.3% | 14.2% | 0.0% | -8.4% | 0.9% | -4.2% | -6.4%
BRCA1 expr up | . | . | . | . | . | . | . | .

17	CC(=O)OC1C[C@H](O[C@@H]2C(O)C[C@H](O[C@@H]3C(O)C[C@@H](OC4CC[C@]5(C)C(CCC6C5CC(O)[C@@]5(C)C(C7=CC(=O)OC7)CC[C@@]65O)C4)OC3C)OC2C)O[C@H](C)[C@H]1O[C@H]1OC(CO)C(O)C(O)C1O (stereo partly drawn)
18	COc1ccc2c3c1O[C@H]1C(=O)CC[C@@]4(O)C(C2)N(CC2CC2)CCC314 (stereo partly drawn)
19	CC12NC(Cc3ccccc31)c1ccccc12 (stereo not drawn)
20	CCN(CC)C(=O)/C(Cl)=C(\C)OP(=O)(OC)OC
21	C[N+](C)(C)CCOC(=O)C(O)(c1ccccc1)c1ccccc1
22	N#CC(C#N)=Cc1ccc([N+](=O)[O-])c(O)c1
23	ClC(Cl)(Cl)Cl
24	OC(O)C(Cl)(Cl)Cl
Assay by compound | 17 | 18 | 19 | 20 | 21 | 22 | 23 | 24
MLL CXXC-DNA inh | 4.8% | 1.6% | -7.8% | 5.2% | -7.1% | -10.5% | 2.0% | 2.5%
BRCA1 expr up | . | . | . | . | . | . | . | .

25	CN1C(=O)CC(=O)N(c2ccccc2)c2cc(Cl)ccc21
26	C[C@](O)(CS(=O)(=O)c1ccc(F)cc1)C(=O)Nc1ccc(C#N)c(C(F)(F)F)c1
27	CC1(C)S[C@@H]2[C@H](N)C(=O)N2C1C(=O)O (stereo partly drawn)
28	COc1cc(C=C(C#N)C#N)cc(O)c1O
29	C#CC(C)(O)CC (stereo not drawn)
30	CCCCCCCCCCCC[N+](C)(C)CCOc1ccccc1
31	C=C1Nc2ccccc2C(=O)N1c1ccccc1C
32	NC(N)=NOCC[C@H](N)C(=O)O
Assay by compound | 25 | 26 | 27 | 28 | 29 | 30 | 31 | 32
MLL CXXC-DNA inh | -2.7% | -8.9% | 15.3%[51.4 µM] | 68.7%[activator] | -5.7% | 1.1% | 7.7% | 7.6%
BRCA1 expr up | . | . | . | . | . | . | . | .

33	CC(C)(C)NCC(O)c1cc(Cl)c(N)c(C(F)(F)F)c1 (stereo not drawn)
34	CNC(=O)Oc1ccccc1C(=O)Nc1ccccc1
35	C[C@]12Cc3nonc3C[C@@H]1CC[C@@H]1[C@@H]2CC[C@@]2(C)[C@H]1CC[C@]2(C)O
36	ClCC1CO1 (stereo not drawn)
37	CCCn1c(=O)c2[nH]c(C3CCCC3)nc2n(CCCOC(=O)c2ccc(S(=O)(=O)F)cc2)c1=O
38	C[N+]1([O-])[C@@H]2CC[C@H]1CC(OC(=O)[C@@H](CO)c1ccccc1)C2 (stereo partly drawn)
39	C[C@@H]1O[C@H](O[C@@H]2C=C3CC[C@H]4[C@@H](CC[C@]5(C)[C@@H](c6ccc(=O)oc6)CC[C@]45O)[C@@]3(C)CC2)[C@@H](O)[C@H](O)[C@@H]1O
40	CCCCCCCCCCCCCC(=O)O[C@@H]1[C@@H](C)[C@@]2(O)[C@@H](C=C(CO)C[C@@]3(O)C(=O)C(C)=C[C@@H]23)C2C(C)(C)[C@@]21OC(C)=O (stereo partly drawn)
Assay by compound | 33 | 34 | 35 | 36 | 37 | 38 | 39 | 40
MLL CXXC-DNA inh | -0.2% | -6.9% | -5.0% | -3.8% | -3.7% | -8.1%[51.4 µM] | 2.0%[51.4 µM] | -15.9%
BRCA1 expr up | . | . | . | . | . | . | . | .

41	CN1C[C@@H](CS(=O)(=O)N(C)C)C[C@@H]2c3cccc4c3c(cn4C)C[C@H]21
42	CCCCCCCCCC(=O)O[C@H]1CC[C@H]2[C@@H]3CCC4=CC(=O)CC[C@]4(C)[C@H]3CC[C@]12C
43	ClC1=C(Cl)C2(Cl)C(CBr)CC1(Cl)C2(Cl)Cl (stereo not drawn)
44	CN1C(=O)CCS(=O)(=O)C1c1ccc(Cl)cc1 (stereo not drawn)
45	CN(N=O)c1ccc(O)c(O)c1
46	ClC=C(Cl)Cl
47	O=C1C=C2C=CC3C[C@@]2(O1)C1CCCCN31 (stereo partly drawn)
48	O=C1CC2OCC=C3CN4CCC56c7ccccc7N1C5[C@H]2[C@H]3C[C@H]46 (stereo partly drawn) (tested in a mixture with another compound)
Assay by compound | 41 | 42 | 43 | 44 | 45 | 46 | 47 | 48
MLL CXXC-DNA inh | -10.5% | 4.8% | -0.5% | -1.4% | ? | 1.5% | ? | 2.9%
BRCA1 expr up | . | . | . | . | . | . | . | .

49	O=C(Nc1ccc(Br)cc1)c1cc(Br)cc(Br)c1O
50	CC(N)Cc1ccc(O)cc1 (stereo not drawn)
51	C=CCN(C1=NCCN1)c1c(Cl)cccc1Cl
52	CCCCCCCCCC(CC)c1ccc(S(=O)(=O)O)cc1 (stereo not drawn)
53	C[N+]1(C)CCCCC1COC(=O)C(O)(c1ccccc1)c1ccccc1 (stereo not drawn)
54	CC(C)CC(NP(=O)(O)O[C@@H]1O[C@@H](C)[C@H](O)[C@@H](O)[C@H]1O)C(=O)NC(Cc1c[nH]c2ccccc12)C(=O)O (stereo partly drawn)
55	NC(=O)COc1c(F)cc(SCCNS(=O)(=O)c2ccccc2)cc1F
56	O=C1CCO1
Assay by compound | 49 | 50 | 51 | 52 | 53 | 54 | 55 | 56
MLL CXXC-DNA inh | -3.1% | -4.5% | -5.9% | -6.6% | -4.6% | 1.2% | 1.7% | -3.8%
BRCA1 expr up | . | . | . | . | . | . | . | .

Some of the entries so far, with bars between the fields:
nr | SMILES | MLL CXXC-DNA inh | BRCA1 expr up
52 | CCCCCCCCCC(CC)c1ccc(S(=O)(=O)O)cc1 (stereo not drawn) | -6.6% | .
53 | C[N+]1(C)CCCCC1COC(=O)C(O)(c1ccccc1)c1ccccc1 (stereo not drawn) | -4.6% | .
54 | CC(C)CC(NP(=O)(O)O[C@@H]1O[C@@H](C)[C@H](O)[C@@H](O)[C@H]1O)C(=O)NC(Cc1c[nH]c2ccccc12)C(=O)O (stereo partly drawn) | 1.2% | .
55 | NC(=O)COc1c(F)cc(SCCNS(=O)(=O)c2ccccc2)cc1F | 1.7% | .

More results:
57	CN(C)C(=O)Oc1cc(OC(=O)N(C)C)cc([C@@H](O)CNC(C)(C)C)c1
58	Oc1ccc2c3c1O[C@H]1c4[nH]c5c(c4C[C@@]4(O)[C@@H](C2)N(CC2CC2)CC[C@]314)C[C@@]1(O)[C@H]2Cc3ccc(O)c4c3[C@@]1(CCN2CC1CC1)[C@H]5O4
59	c1ccc(C2(N3CCCC3)CCCCC2)cc1
60	CC[N+]1(CCOC(=O)C(O)(c2ccccc2)c2ccccc2)CCCCC1
61	CCC1(c2ccccc2)CCC(=O)NC1=O (stereo not drawn)
62	Clc1ccc(C(c2ccc(Cl)cc2)C(Cl)(Cl)Cl)cc1
63	NP(N)(=O)NC(=O)c1ccc(F)cc1
64	C[Se]C[C@H](N)C(=O)O
Assay by compound | 57 | 58 | 59 | 60 | 61 | 62 | 63 | 64
MLL CXXC-DNA inh | 0.3%[51.4 µM] | -8.6% | 13.0% | -0.4% | 1.7% | 3.8% | -1.7% | -11.8%
BRCA1 expr up | . | . | . | . | . | . | . | .

Single entries from the list:
#18 in MLL CXXC-DNA inh = 1.6%
#43 in MLL CXXC-DNA inh = -0.5%
#60 in MLL CXXC-DNA inh = -0.4%
#22 in MLL CXXC-DNA inh = -10.5%

Going on with the list:
65	C[N+]1(CCC(C(N)=O)(c2ccccc2)c2ccccc2)CCCCC1
66	N#CC(=Cc1ccc(O)c(O)c1)C(N)=S
67	O=C1NCN(c2ccccc2)C12CCN(C(c1cccc3ccccc13)c1nnnn1Cc1ccccc1)CC2 (stereo not drawn)
68	Cc1cccc(C)c1-n1nnnc1C(CCc1ccccc1)N1CCC2(CC1)C(=O)NCN2c1ccccc1 (stereo not drawn)
69	Fc1cccc(-c2ccc3c(c2)CNCc2cnnn2-3)c1
70	C=CCNC(=S)N1Cc2cc(Br)ccc2-n2nncc2C1
71	CC1CN1c1cc2c(c3c1ccn3C)C1CCC2C1 (stereo not drawn)
72	NC(Cc1ccc(Cl)cc1)c1csc(Nc2ncccn2)n1 (stereo not drawn)
Assay by compound | 65 | 66 | 67 | 68 | 69 | 70 | 71 | 72
MLL CXXC-DNA inh | 1.3% | 41.5%[activator] | . | . | . | . | . | .
BRCA1 expr up | . | . | -60.6% | 11.3% | -10.3% | 19.1% | 0.0% | -46.8%

73	Cc1cccc(C)c1-n1nnnc1C(CCc1ccccc1)N1CCC(n2c(=O)[nH]c3ccccc32)CC1 (stereo not drawn)
74	O=C(CI)c1ccc(Cl)cc1
75	COc1cc2nc(N3CCCN(C)CC3)nc(N(C)C3CCN(C)CC3)c2cc1OC
76	O=C1c2ccccc2-n2nnc(-c3ccccc3)c2C2c3cc(Br)ccc3CCN12 (stereo not drawn)
77	CCOC(=O)[C@]12Cc3cc(OC)ccc3[C@H]1N(C(C)C)C(=O)c1ccccc12
78	O=C(Nc1ccccc1)c1cc(C2CCCN(C(=O)C3CC3)C2)on1 (stereo not drawn)
79	O=P(OC1=CCCCC1)(c1ccccc1)c1ccccc1
80	Cc1ccc(C(=O)Nc2ccccc2)cc1S(=O)(=O)N1CCCC1
Assay by compound | 73 | 74 | 75 | 76 | 77 | 78 | 79 | 80
MLL CXXC-DNA inh | . | . | . | . | . | . | . | .
BRCA1 expr up | -0.3% | 16.4% | -62.7% | -21.9% | -61.4% | ? | -12.5% | 46.0%

81	O=C(CCc1ccccc1)N1Cc2cc(N3CCOCC3)ccc2-n2nncc2C1
82	CCCCCc1nc2ccccc2c(=O)n1-c1ccc(C)cc1
83	O=C1NCN(c2ccccc2)C12CCN(C(c1nnnn1-c1ccc3c(c1)OCCO3)C1CC1)CC2 (stereo not drawn)
84	CCOC(=O)[C@]12Cc3cc(C)ccc3[C@H]1N(CCC(=O)OC)C(=O)c1ccccc12
85	CCSc1nnc(NC(=O)c2cccn(Cc3ccccc3Cl)c2=O)s1
86	O=c1[nH]c2ccccc2n1C1CCN(Cc2ccc(-c3nc4ccccc4nc3-c3ccccc3)cc2)CC1
87	O=C(NC1CCCCC1)N1Cc2cc(-c3ccccc3)ccc2-n2nncc2C1
88	CN(C)c1cccc(CN2CCN(c3ccccc3)CC2)c1
Assay by compound | 81 | 82 | 83 | 84 | 85 | 86 | 87 | 88
MLL CXXC-DNA inh | . | . | . | . | . | . | . | .
BRCA1 expr up | -8.5% | 8.2% | -32.1% | -39.3% | 16.3% | -60.7%[inhibitor] | -25.4% | -0.2%

89	O=c1[nH]c2ccccc2n1C1CCN(C(c2nnnn2-c2ccc3c(c2)OCCO3)C2CC2)CC1 (stereo not drawn)
90	CCC(c1nnnn1C1CCCCC1)N1CCC2(CC1)C(=O)NCN2c1ccccc1 (stereo not drawn)
91	O=c1[nH]c2ccccc2n1C1CCN(C(c2ccnc3ccccc23)c2nnnn2Cc2ccccc2)CC1 (stereo not drawn)
92	CC(C)(C)n1nnnc1C(c1ccccc1)N1CCC2(CC1)C(=O)NCN2c1ccccc1 (stereo not drawn)
Assay by compound | 89 | 90 | 91 | 92
MLL CXXC-DNA inh | . | . | . | .
BRCA1 expr up | -23.2% | 11.5% | -37.9% | 0.0%

From PubChem BioAssay
